MC4R antag cAMP – MC4R antagonists of cAMP signaling, primary screen, cell-based, TR-FRET, antagonist arm of biased-ligand search; Melanocortin receptor 4 (Homo sapiens), P32245; hit rate 0.48% among 360,000; AID 540295, 2011; MC4R-expressing cells, MTII-stimulated cAMP, LANCE TR-FRET; inhibition, % at 6.5 µM;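 active = inhibition above its plate's cutoff, the mean of tested wells on that plate plus 3 SD, cut at about 29% in these data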;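 note: 0% = Melanotan II alone and 100% = Melanotan II plus saturating MCL0020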
Target sequence (P32245 whole entry, looked up): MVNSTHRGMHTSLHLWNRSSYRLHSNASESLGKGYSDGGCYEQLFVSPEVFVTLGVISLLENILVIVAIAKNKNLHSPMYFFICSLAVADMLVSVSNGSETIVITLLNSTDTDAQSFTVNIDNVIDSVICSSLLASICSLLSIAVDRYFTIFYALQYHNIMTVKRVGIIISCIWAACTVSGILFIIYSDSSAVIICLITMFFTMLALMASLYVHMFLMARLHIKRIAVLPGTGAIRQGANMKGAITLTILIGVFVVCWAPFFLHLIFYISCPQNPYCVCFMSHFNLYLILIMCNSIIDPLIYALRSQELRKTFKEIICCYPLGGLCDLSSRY
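System: U2OS-MC4R stable cell line; Technique: Eu-cAMP/anti-cAMP TR-FRET, emission 671 nm; Repeats: single well per compound; Also added: Melanotan II; Dosing: one concentration, 6.5 µM nominal; Schedule: 30-min compound, 1-h challenge, 1-h detection, room temperature.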
NOD2-RIPK2 inh – NOD2-RIPK2 binding disruptors in cells, primary screen, fluorescence, CHO cells, BLA complementation; inhibition, % at 4.98 µM; Receptor-interacting serine/threonine-protein kinase 2 (Homo sapiens), O43353; CCF4 ratio; hit rate 0.38% among 360,000; in the data active = inhibition above about 21%;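 note: 0% = vehicle only and 100% = reference blocker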
TLR9-MyD88 block – inhibitors of TLR9-MyD88 association in cells, primary screen, cell-based, CHO, BLA complementation, fluorescence | CCF4 FRET ratio | inhibition, % at 4.98 µM | hit rate 0.21% among 340,000;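 active = inhibition above the mean over all tested compounds plus 3 SD, cut at about 21% in these data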;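 note: 0% = DMSO only wells and 100% = clavulanate BLA inhibitor control wells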
ABCB6 inh MLPCN – ABCB6 transporter inhibitors, primary screen, K562-ABCB6 cells, flow cytometry, MLPCN library | ATP-binding cassette sub-family B member 6 (Homo sapiens), Q9NP58 | K562-ABCB6 porphyrin accumulation, 1 h; active compounds read low | fluorescence ratio to DMSO, % at 10 µM | hit rate 0.19% among 360,000 | AID 602162, 2011;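 active = fluorescence ratio to DMSO below 75%, the collection mean minus 3 SD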;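 note: signal is porphyrin accumulated inside mitochondria; 100% equals median channel fluorescence of DMSO control wells; lower ratio means ABCB6 inhibition with less porphyrin fluorescence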
Glyco luc inh – increase of ERlucT glycosylation luciferase signal, primary screen, N-linked glycosylation inhibitor project, D54 ERlucT cells, luminescence, set 2; D54 ERlucT glycosylation luciferase reporter, 24 h; percent of 100 nM tunicamycin response; reporter increase, % at 12.5 µM; hit rate 0.23% among 360,000; AID 588692, 2011;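 active = mean luciferase reporter signal, scaled so untreated is 0 and the glycosylation-blocking control 100, at or above a set limit in every replicate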;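 note: luciferase carries N-glycosylation sites so blocking glycosylation raises the light; 0% = median of neutral control wells and 100% = median of 100 nM tunicamycin wells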
ABHD5 PLIN5 PPI – ABHD5-PLIN5 interaction inhibitors, primary screen, cell lysate, split luciferase complementation, luminescence; Perilipin-5 (Homo sapiens) + 1-acylglycerol-3-phosphate O-acyltransferase ABHD5 (Homo …; Split G. princeps luciferase complementation, 4 h; inhibition, % at 4 µM; hit rate 0.78% among 360,000; AID 602281, 2012;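 active = inhibition above the mean inhibition across every tested compound plus 3 SD, cut at about 22% in these data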;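 note: 0% = DMSO only wells and the 100% control is not disclosed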
NCOA2 inhibitor – inhibition of GAL4-SRC2 driven luciferase reporter, primary screen, SRC2 inhibitor project, cell-based, luminescence; inhibition, % at 9 µM; HEK293 GAL4-SRC2 luciferase reporter; hit rate 0.17% among 370,000;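 active = inhibition above the mean inhibition of all tested compounds plus 3 SD, set per campaign, cut at about 52% in these data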;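 note: 0% = DMSO treated cells and 100% = cells given Gossypol at 36 µM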
Cardio protect – cardioprotection against H2O2-induced cell death, primary screen, uHTS, H9c2 cells, ATPLite luminescence. H9c2 cardiomyocytes, H2O2 injury protection, 2 h. protection from H2O2 cell death, % at 20 µM. hit rate 0.63% among 360,000;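 active = compounds giving at least 50% protection of heart cells from peroxide-induced death in the single-dose screen, raw or plate-pattern-corrected value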;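 note: 0% = DMSO wells with peroxide and 100% = DMSO wells without peroxide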
MC4R barr agon – MC4R agonists recruiting beta-arrestin, primary screen, cell-based, luminescence, agonist arm of biased-ligand search. Melanocortin receptor 4 (Homo sapiens), P32245. U2OS MC4R beta-arrestin complementation; percent of melanotan II response, DMSO zero. activation, % at 8.9 µM. hit rate 0.98% among 360,000. AID 540308, 2011;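 active = activation above a per-plate cutoff, the mean activation of sample wells on that plate plus 3 SD, cut at about 8% in these data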
HTR2A ag – mouse Htr2a agonists via beta-arrestin recruitment, primary screen, cell-based, luminescence; 5-hydroxytryptamine receptor 2A (Mus musculus), P35363; CHO-K1 mHTR2A beta-arrestin complementation; percent of 30 µM serotonin response; activation, % at 7.6 µM; hit rate 0.66% among 360,000; AID 624169, 2012;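 active = activation above a run cutoff, the mean activation of all tested compounds plus 3 SD, cut at about 14% in these data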;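 note: 0% = plate median of compound wells and 100% = 30 µM serotonin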
Target sequence (P35363 whole entry, looked up): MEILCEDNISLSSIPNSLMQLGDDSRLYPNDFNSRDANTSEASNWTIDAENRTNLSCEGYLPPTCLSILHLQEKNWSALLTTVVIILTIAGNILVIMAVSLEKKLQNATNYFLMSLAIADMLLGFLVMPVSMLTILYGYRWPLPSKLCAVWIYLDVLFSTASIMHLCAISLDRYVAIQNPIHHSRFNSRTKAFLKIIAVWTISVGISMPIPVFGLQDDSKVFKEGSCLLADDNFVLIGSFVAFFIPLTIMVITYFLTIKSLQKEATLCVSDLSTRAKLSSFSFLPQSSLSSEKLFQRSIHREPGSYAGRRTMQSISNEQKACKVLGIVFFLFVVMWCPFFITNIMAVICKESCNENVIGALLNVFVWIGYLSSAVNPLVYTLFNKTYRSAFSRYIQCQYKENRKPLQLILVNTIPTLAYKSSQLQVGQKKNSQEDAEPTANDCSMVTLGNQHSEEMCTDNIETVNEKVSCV
* = called active by the depositor; · = no result given; & = joins results of further samples. Not all compounds are listed; the hit share may differ from the screen's.

SMILES	MC4R antag cAMP	NOD2-RIPK2 inh	TLR9-MyD88 block	ABCB6 inh MLPCN	Glyco luc inh	ABHD5 PLIN5 PPI	NCOA2 inhibitor	Cardio protect	MC4R barr agon	HTR2A ag
Cc1ccc(CN2CCCC(C(=O)c3sccc3C)C2)o1 (stereo unspecified)	9	-7	-12	104	-2	9	-11	-2	0.2	-4
Nc1ccc(N2CCN(Cc3ccccc3Cl)CC2)c(Cl)c1	7	1	5	93	-2	-6	-5	2	3.0	-4
O=C1NC(=O)C(Cc2cccs2)C(=O)N1	1	-5	6	98	3	-6	-2	-7	-1.1	-2
CCCCCSc1cc(OC)c(CCN)cc1OC	-16	0	2	106	11	8	-25	-4	5.3	30*
CCOC(=O)[C@]12Cc3cc(OC)ccc3[C@H]1N(Cc1ccccc1)C(=O)c1cc(OC)ccc12	·	-8	·	98	·	-3	-2	·	·	-11
Cc1oc(-c2ccc(F)cc2F)nc1CN1C[C@@H]2C[C@@H](C1)c1cccc(=O)n1C2	-3	-10	6	105	0	3	-1	6	-0.9	7
CN(C)CCCN=Cc1c(O)n(CCc2ccccc2)c(=O)[nH]c1=O	12	-2	-14	99	-1	1	2	2	-1.4	1
COc1ccc(-n2nnnc2C(c2ccnc3ccccc23)N2CCC3(CC2)C(=O)NCN3c2ccccc2)cc1 (stereo unspecified)	·	0	·	90	-2	2	-12	8	·	-1
O=C1NC(=O)N(Cc2ccc(F)cc2)C(=O)/C1=C\c1ccoc1	3	11	-3	103	3	-16	-20	7	-0.5	-4
[N-]=[N+]=CC(=O)OC[C@H](N)C(=O)O	-5	-15	-2	99	-1	-10	-3	-6	1.4	2
NP(=O)(OCCCc1ccccc1)Oc1ccccc1Cl (stereo unspecified)	6	-7	2	95	-1	-4	-8	6	-1.0	3
C=CCOC(=O)C1=C(C)OC(N)=C(C#N)[C@@]12C(=O)N(CC(N)=O)c1ccccc12	2	4	9	96	1	-2	-11	4	-2.1	3
COc1cc2c(cc1OC)CC[N+](C)=C2	-3	-13	-2	108	1	0	-5	2	1.8	3
O=C1NC(=O)C(=Cc2ccccc2[N+](=O)[O-])C(=O)N1	5	-5	-11	95	1	0	-10	-1	-1.4	1
Cc1[nH]c2ccc(O)cc2c1CCN	1	-4	-2	92	0	-2	-19	10	-0.1	4
Oc1cccc2nc3ccccc3nc12	-24	7	5	96	5	11	6	-7	-2.0	2
COc1cc(Br)cc(CN2CCN(C)CC2)c1O	-2	4	4	113	3	4	·	4	1.2	2
CCOc1cc2c(cc1OCC)-n1cccc1C(c1ccc(F)cc1)NC2 (stereo unspecified)	0	-4	-1	101	-4	7	-21	-4	1.9	0
CC(C)N1C(=O)NC(=O)C2(Cc3cc([N+](=O)[O-])ccc3N(C)C2c2ccccc2)C1=O (stereo unspecified)	5	-1	-85	101	-6	4	-7	12	4.0	5
CSCCC(c1nnnn1C(C)(C)C)N1CCC(n2c(=O)[nH]c3ccccc32)CC1 (stereo unspecified)	·	6	·	96	1	16	-15	32	·	1
c1ccc2c(c1)CSc1ccccc1C2C1=NCCN1 (stereo unspecified)	18	2	-4	101	4	7	5	-4	-0.9	-2
CC(=Nc1c(C)n(C)n(-c2ccccc2)c1=O)c1c(O)n(Cc2ccccc2)c(=O)[nH]c1=O	-2	-5	5	102	-2	7	-11	7	3.3	1
COC(=O)C1=C(c2ccccc2)C[C@@H]2CC[C@H]1N2C(=O)NCc1ccccc1	9	-1	9	98	1	1	-15	4	0.5	-3
COc1ccc(OC)c2c1CCC1NCCOC21 (stereo unspecified)	-3	-8	5	102	0	11	19	7	3.6	0
COC(=O)C1=C(c2ccc(F)cc2F)C[C@@H]2CC[C@H]1N2C(=O)NCc1ccc2c(c1)OCO2	-1	-9	2	98	2	-9	-40	8	-1.0	-1
Nc1c(C(=O)NCc2ccco2)c2nc3ccccc3nc2n1Cc1ccccc1	-8	-14	-16	95	-3	25*	1	-4	0.1	3
Oc1ccc2c3c1OC1[C@H](O)CC[C@@]4(O)[C@@H](C2)N(CC2CC2)CC[C@]314 (stereo partly specified)	7&-1	3&-24	-3&-17	96&99	2&-2	-2&2	8&-20	10&4	-0.9&-1.3	1&0
Cc1cc(OCC(=O)N2CCC(C(=O)O)CC2)c2c3c(c(=O)oc2c1)CCCC3	16	5	-17	104	1	1	0	2	-1.0	-2
Oc1ccccc1CN(CCc1ccccc1)Cc1ccccc1	3	5	5	98	-4	-2	-15	-10	3.7	-1
CC1=C(C(=O)Nc2ccccc2)S(=O)(=O)CCO1	8	3	0	92	-2	11	25	16	-1.5	-2
CC(=O)Nc1ccccc1C(=O)OCc1cccc(F)c1	2	-9	6	85	-3	2	-51	-7	-0.1	-1
COC(=O)C1=C(c2ccc(C(C)=O)cc2)C[C@@H]2CC[C@H]1N2C(=O)NC(C)C	11	-7	-1	98	1	4	19	5	-2.0	1
O=[N+]([O-])/C(Cl)=C1\NCCN1Cc1ccc(Cl)nc1	12	-1	0	98	-1	3	-23	8	-1.7	2
C=C1[C@@H](C)[C@H]2[C@H](Cc3ccccc3)NC(=O)[C@]23OC(=O)/C=C/[C@H](O)CCC[C@@H](C)C/C=C/[C@H]3[C@@H]1O	10	-2	7	93	-8	0	-19	79*	1.4	8
Oc1cc(Cl)c(Cl)c(Cl)c1	7	-5	-4	103	-3	0	-8	-11	-0.1	2
CN1CCCN(C(=O)COc2cccc(C(F)(F)F)c2)CC1	-2	0	-3	100	2	-7	-11	-3	-2.8	-11
CCN(c1ccc(C(O)(C(=O)OC)C(F)(F)F)cc1)S(=O)(=O)c1ccc(C)cc1 (stereo unspecified)	8	11	6	94	1	-3	-13	7	0.7	-8
O=C1C2CCCN2C(c2ccncc2)N1c1ccc(Cl)c(Cl)c1 (stereo unspecified)	0	4	3	101	1	0	-18	-2	-1.4	2
C=CCNC(=S)/N=C/c1c(O)[nH]c(=O)[nH]c1=O	-8	-5	5	102	1	28*	4	1	3.7	3
O=c1[nH]c(O)c(C=Nc2ccc(F)c(Cl)c2)c(=O)[nH]1	5	-1	-4	97	0	12	0	-5	0.5	-1

For convenience, twelve of the compounds above.
SMILES	MC4R antag cAMP	NOD2-RIPK2 inh	TLR9-MyD88 block	ABCB6 inh MLPCN	Glyco luc inh	ABHD5 PLIN5 PPI	NCOA2 inhibitor	Cardio protect	MC4R barr agon	HTR2A ag
Oc1ccccc1CN(CCc1ccccc1)Cc1ccccc1	3	5	5	98	-4	-2	-15	-10	3.7	-1
CC1=C(C(=O)Nc2ccccc2)S(=O)(=O)CCO1	8	3	0	92	-2	11	25	16	-1.5	-2
CC(=O)Nc1ccccc1C(=O)OCc1cccc(F)c1	2	-9	6	85	-3	2	-51	-7	-0.1	-1
COC(=O)C1=C(c2ccc(C(C)=O)cc2)C[C@@H]2CC[C@H]1N2C(=O)NC(C)C	11	-7	-1	98	1	4	19	5	-2.0	1
O=[N+]([O-])/C(Cl)=C1\NCCN1Cc1ccc(Cl)nc1	12	-1	0	98	-1	3	-23	8	-1.7	2
C=C1[C@@H](C)[C@H]2[C@H](Cc3ccccc3)NC(=O)[C@]23OC(=O)/C=C/[C@H](O)CCC[C@@H](C)C/C=C/[C@H]3[C@@H]1O	10	-2	7	93	-8	0	-19	79*	1.4	8
Oc1cc(Cl)c(Cl)c(Cl)c1	7	-5	-4	103	-3	0	-8	-11	-0.1	2
CN1CCCN(C(=O)COc2cccc(C(F)(F)F)c2)CC1	-2	0	-3	100	2	-7	-11	-3	-2.8	-11
CCN(c1ccc(C(O)(C(=O)OC)C(F)(F)F)cc1)S(=O)(=O)c1ccc(C)cc1 (stereo unspecified)	8	11	6	94	1	-3	-13	7	0.7	-8
O=C1C2CCCN2C(c2ccncc2)N1c1ccc(Cl)c(Cl)c1 (stereo unspecified)	0	4	3	101	1	0	-18	-2	-1.4	2
C=CCNC(=S)/N=C/c1c(O)[nH]c(=O)[nH]c1=O	-8	-5	5	102	1	28*	4	1	3.7	3
O=c1[nH]c(O)c(C=Nc2ccc(F)c(Cl)c2)c(=O)[nH]1	5	-1	-4	97	0	12	0	-5	0.5	-1

(next part)
SMILES	MC4R antag cAMP	NOD2-RIPK2 inh	TLR9-MyD88 block	ABCB6 inh MLPCN	Glyco luc inh	ABHD5 PLIN5 PPI	NCOA2 inhibitor	Cardio protect	MC4R barr agon	HTR2A ag
O=c1[nH]c(=O)n(-c2ccc(Cl)cc2)c(O)c1C=Nc1ccc(S(=O)(=O)Nc2nccs2)cc1	5	2	10	92	1	13	7	7	-1.1	-4
COc1cccc(NP(=O)(Oc2ccccc2Cl)Oc2ccccc2Cl)c1	8	-3	2	102	-4	-5	-2	-20	1.0	1
CCCCn1c(O)c(C(CC)=NCCN2CCCCC2)c(=O)[nH]c1=O	7	5	2	94	1	-6	-4	5	-1.5	0
CCN1CCN(Cc2cccnc2)CC1	10	-9	-3	94	2	-5	-9	11	-0.3	0
Cc1cccc(C)c1-n1nnnc1C(C1CC1)N1CCC2(CC1)C(=O)NCN2c1ccccc1 (stereo unspecified)	·	8	·	92	1	1	16	13	·	5
O=C(O)COc1ccc(Cl)cc1Cl	9	3	3	96	1	-3	-4	-4	-1.6	-1
CCCCc1nc(N2CCNCC2)c(C#N)c2c1CSC(C)(C)C2	11	5	-1	90	-4	3	-6	3	-2.7	-9
COc1ccc(C(c2nnnn2-c2ccc(OC)cc2)N2CCC3(CC2)C(=O)NCN3c2ccccc2)cc1 (stereo unspecified)	·	-5	·	96	-3	12	-19	18	·	9
NP(=O)(Oc1ccccc1)c1ccccc1 (stereo unspecified)	2	-2	5	97	0	5	-34	-4	-1.5	2
COC(=O)C1=C(c2ccc(OC)c(OC)c2)C[C@@H]2CC[C@H]1N2C(=O)NCC1CC1	3	-7	7	99	-2	-4	0	-3	-0.5	7
CC(=O)OC1(C)CC(C)C(=O)C(C(O)CC2CC(=O)NC(=O)C2)C1 (stereo unspecified)	23	28*	-9	100	-20	-1	65*	0	-1.0	4

Screening results: PubChem BioAssay, several laboratories
